Screening results as filed in PubChem BioAssay.
LEDGF integ inh = blocks HIV-1 LEDGF/p75-dependent DNA integration | 0.64% of 370,000 active | TR-FRET IN-LEDGF/p75 DNA integration, Eu/Cy5 | inhibition, % at 3.7 µM;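 active means inhibition above the screen-wide mean plus 3 SD, cut at about 13% in these data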;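 further: signal is the Cy5 over europium emission ratio at 671 and 618 nm; 0% = plate median of compound wells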
Tn6 DDE FP = DD(E)-Tn6 binding inhibition, primary FP screen | Fibrin DD(E) TRITC-Tn6 fluorescence polarization displacement | inhibition, % at 8.3 µM | 0.21% of 370,000 active | AID 720509;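 active means inhibition above a per-campaign cutoff: mean of compounds within control limits plus 3 SD, cut at about 15% in these data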;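 further: 0% = median of all compound wells on the plate and 100% = blocking peptide control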
Target sequence (P02675 whole entry, looked up): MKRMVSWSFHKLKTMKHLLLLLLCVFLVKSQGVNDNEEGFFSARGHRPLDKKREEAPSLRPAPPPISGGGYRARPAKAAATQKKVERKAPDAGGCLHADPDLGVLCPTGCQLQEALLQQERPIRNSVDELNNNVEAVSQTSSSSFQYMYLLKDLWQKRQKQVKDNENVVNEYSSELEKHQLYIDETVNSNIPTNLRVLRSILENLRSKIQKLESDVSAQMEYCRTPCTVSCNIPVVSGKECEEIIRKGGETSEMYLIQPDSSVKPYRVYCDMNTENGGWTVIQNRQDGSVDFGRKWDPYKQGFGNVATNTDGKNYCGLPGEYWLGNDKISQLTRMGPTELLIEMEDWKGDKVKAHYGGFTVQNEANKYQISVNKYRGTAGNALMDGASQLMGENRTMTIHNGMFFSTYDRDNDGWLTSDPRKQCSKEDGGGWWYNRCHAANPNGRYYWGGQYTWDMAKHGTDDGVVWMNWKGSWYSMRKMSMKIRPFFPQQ
TCR CD3 inh = human TCR-CD3 binding inhibition. 0.37% of 360,000 active. inhibition, % at 9.4 µM. TAMRA-labeled TCR probe fluorescence, biochemical. AID 651800; in the data active means inhibition above about 19%;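 further: recombinant mutant TCR 2C K166C tagged with TAMRA read by polarization; 0% = receptor in buffer alone and 100% = receptor with positive control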
MBD2 DNA inh = blocks human MBD2 binding to methylated DNA; TR-FRET, MBD2 binding to methylated oligonucleotide; inhibition, % at 4.4 µM; 0.31% of 370,000 active; in the data active means inhibition above about 13%
SIAE inh = inhibitors of human sialic acid acetylesterase SIAE. 0.69% of 370,000 active. inhibition, % at 9.66 µM. SIAE FP-Rh probe binding, fluorescence polarization. AID 1053197;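 active means inhibition above a cutoff: mean of compounds within the control limits plus 3 SD of those, cut at about 17% in these data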;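 further: 0% = plate median of compound wells and 100% = probe without SIAE protein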
TDP2 inh = blocks human TDP2 phosphodiesterase activity | 0.34% of 370,000 active | inhibition, % at 12.8 µM | recombinant TDP2, T5PNP hydrolysis, p-nitrophenol absorbance 415 nm;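 active means inhibition above the mean of all tested compounds plus 3 SD, set per campaign, cut at about 25% in these data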;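 further: 0% = DMSO with enzyme and 100% = buffer with substrate but no TDP2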
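System: recombinant human TDP2 / Amount: 120 nM TDP2 per well / Also added: 5 mM T5PNP chromogenic substrate / Doses: 12.8 µM single point, 1% DMSO / Incubation: 2 h at 37 °C / Detection: p-Nitrophenol epi absorbance / Evaluation: % inhibition relative to enzyme-containing and enzyme-free wells / Repeats: singlicate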
UHRF1 binding = blocks human UHRF1 binding to methylated DNA. UHRF1 binding to methylated oligo, TR-FRET. inhibition, % at 4.4 µM. 0.75% of 370,000 active; in the data active means inhibition above about 21%;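 further: UHRF1 SRA domain binding a hemimethylated CpG hairpin DNA probe; 0% = median of test compound wells and 100% = reference inhibitor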
Tn7 DDE FP = inhibitors of Tn7 peptide binding to human fibrin DD(E) | inhibition, % at 8.3 µM | 0.13% of 370,000 active | FP displacement of FITC-Tn7 peptide from fibrin DD(E); 0% = median of compound wells per plate;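 active means inhibition above the mean of compounds falling within the control limits plus 3 SD of them, cut at about 14% in these data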;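 further: 0% = plate median of compound wells and 100% = 10 µM Aha-Tn7 peptide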
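Test system – human fibrin DD(E) · Times – 10 min preincubation, 3 h with tracer, room temperature · Detection – fluorescence polarization of the labelled Tn7 tracer · Measure – percent inhibition normalized to high-control wells · Benchmarks – high control wells with 10 µM unlabelled Aha-Tn7 peptide (full inhibition) · Repeats – singlicate testing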
PRMT1 FP inh = PRMT1 (human) inhibition, primary screen | inhibition, % at 2.79 µM | AID 652257 | 1.3% of 370,000 active | recombinant PRMT1, activity-based probe fluorescence polarization;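 active means inhibition above about 21% made by adding two undisclosed values, limit read from the data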
KLK7 zymogen act = proKLK7 (human) activation, primary screen; P49862; purified proKLK7, EDANS-DABCYL substrate fluorescence; 100% is mature enzyme control, 0% vehicle; activation, % at 7 µM; 0.9% of 370,000 active; AID 652039;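 active means activation above the mean of all tested compounds plus 3 SD, computed per campaign excluding outliers beyond control limits, cut at about 13% in these data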
Target sequence (P49862 whole entry, looked up): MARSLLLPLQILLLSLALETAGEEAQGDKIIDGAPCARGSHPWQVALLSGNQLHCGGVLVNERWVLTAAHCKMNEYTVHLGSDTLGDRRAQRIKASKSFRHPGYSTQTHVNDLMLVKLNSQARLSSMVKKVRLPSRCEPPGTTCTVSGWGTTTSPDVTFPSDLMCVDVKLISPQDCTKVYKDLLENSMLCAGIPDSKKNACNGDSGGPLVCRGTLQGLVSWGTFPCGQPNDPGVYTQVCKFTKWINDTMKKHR
The depositor's hits bear a star; · = not tested or not shown.

SMILES | LEDGF integ inh | Tn6 DDE FP | TCR CD3 inh | MBD2 DNA inh | SIAE inh | TDP2 inh | UHRF1 binding | Tn7 DDE FP | PRMT1 FP inh | KLK7 zymogen act
Cc1cccc(CN2CCC(CNC(=O)Cn3ncc4c([nH]c5ccccc54)c3=O)CC2)c1 | 4.2 | -6.7 | -5.1 | -3.4 | -1.5 | -23.8 | 0.3 | -0.8 | -7.4 | -0.7
O=C(NCCCn1ccnc1)c1cccc(S(=O)(=O)Nc2ccc(F)cc2)c1 | 3.6 | -6.0 | -0.1 | -7.0 | 6.1 | 14.0 | 0.5 | 0.0 | 2.7 | 0.3
O=C(Nc1cc(S(=O)(=O)N2CCOCC2)ccc1N1CCCCC1)c1ccccc1 | -4.0 | 3.4 | -11.4 | -0.7 | 4.8 | -11.4 | 7.1 | 1.3 | 3.2 | 0.2
CCOC(=O)c1c(NC(=O)CN2CCCCC2)sc(C)c1C | 5.4 | -1.0 | -0.2 | 2.5 | -2.0 | 1.6 | 2.1 | -3.9 | -0.3 | -0.1
O=C(NCCc1c[nH]c2ccccc12)OCc1cn(Cc2ccccc2C(F)(F)F)nn1 | -2.5 | -0.3 | · | 1.4 | 1.7 | -2.3 | 0.2 | 2.8 | 0.0 | 0.4
COc1cccc(CCNC(=O)CC2C(=O)NCCN2Cc2ccc(C)o2)c1 (stereo not drawn) | -0.6 | -6.1 | 1.9 | -0.1 | 4.3 | 4.2 | 1.6 | -9.3 | 4.8 | -0.5
c1ccc(N2CCN(c3cccc(-c4cc5ccccc5s4)n3)CC2)nc1 | 3.8 | -1.2 | 2.5 | -1.1 | 1.8 | 4.4 | 0.2 | -3.5 | 0.4 | -0.4
S=c1[nH]ccn1CCc1ccccc1 | -3.8 | -10.6 | 3.3 | 2.2 | 5.8 | -5.0 | -0.1 | 4.6 | 2.9 | 0.2
C[C@@H]1CC[C@H](O)/C=C/C(=O)O[C@H](C)CC[C@H](O)/C=C/C(=O)O1 | 6.7 | -7.7 | -2.1 | -3.2 | -7.2 | -17.0 | 6.4 | -1.9 | -2.4 | -0.4
COc1cccc(C(=O)Nc2c(F)c(F)c(F)c(F)c2F)c1 | 1.5 | -0.7 | 7.0 | -6.1 | -4.5 | -14.4 | 0.9 | 7.8 | 0.5 | 0.1
COc1ccc(S(=O)(=O)NCC(c2ccc3c(c2)OCO3)N2CCOCC2)cc1 (stereo not drawn) | -4.8 | 6.5 | -3.7 | 4.4 | -0.1 | 0.1 | 2.8 | 1.6 | 0.6 | 0.5
CCc1nc2ccc(C(=O)N3CCN(S(=O)(=O)CC)CC3)cn2c1N(C)CCC(C)C | 1.6 | -2.8 | 3.4 | -0.6 | 1.3 | 6.2 | -0.4 | -2.7 | -1.8 | 0.5
CSc1ncnc2c1ncn2CCCN1CCN(Cc2cccc3ccccc23)CC1 | -1.8 | 3.3 | -0.2 | 3.2 | 2.3 | 2.4 | 1.1 | -3.2 | 2.4 | -0.9
COc1ccccc1N1CCN(C(=O)COc2ccc(S(=O)(=O)NC(C)C)cc2)CC1 | 1.3 | 5.3 | -1.2 | 1.7 | -1.4 | 0.8 | -4.0 | -4.0 | -1.6 | -0.6
COc1cc(/C=C2\NC(=S)N(C)C2=O)ccc1OCc1cccc(F)c1 | 0.0 | -2.0 | 7.4 | 3.1 | -1.4 | 7.3 | -0.4 | -5.8 | -1.9 | -0.2
CCCCCCOC(=O)CCn1[nH]c(=O)c2ccccc2c1=O | -0.7 | 0.4 | -0.7 | -0.5 | 0.5 | -1.3 | 1.4 | -11.5 | -2.2 | -0.1
Cc1ccc(NC(=O)CCC(=O)c2ccc(F)cc2)cc1Cl | 0.4 | 0.1 | 9.0 | -1.0 | -6.0 | 1.0 | -3.5 | 7.0 | -1.2 | 0.0
COc1ccc2[nH]c(=O)c(CN(C(=O)c3cccnc3)c3ccc(C)cc3)cc2c1 | -7.4 | 6.6 | 1.6 | -5.2 | 0.7 | -5.6 | 1.2 | 2.7 | -1.6 | 0.1
O=C1OC(Nc2ccc3c(c2)OCO3)c2ccccc21 (stereo not drawn) | 2.4 | -5.5 | -7.5 | 0.9 | 3.0 | 3.4 | -0.2 | 1.2 | 12.1 | 0.1
Cc1ccc(CN2CCCN(Cc3cc(C)ccc3C)S2(=O)=O)cc1 | 0.7 | -1.1 | 1.2 | 3.5 | -1.2 | 7.0 | 0.3 | -3.1 | -0.8 | 0.4
Cc1cc(NS(=O)(=O)c2ccc(NC(=O)CCCOc3cccc(C)c3C)cc2)no1 | -5.7 | 6.2 | 0.5 | 4.0 | -5.4 | -12.6 | 3.0 | 9.2 | 3.1 | 0.5
Cc1ccc(NC(=S)N(CCN(C)C)Cc2cc3cccc(C)c3[nH]c2=O)cc1 | 0.3 | 6.4 | -1.4 | -5.9 | 4.1 | 0.4 | -4.2 | 1.9 | 0.6 | -0.3
CC(OC(=O)C1CSC2(C)CCC(=O)N12)C(=O)Nc1cccc(C#N)c1 (stereo not drawn) | -0.7 | -7.5 | 3.9 | -0.4 | 8.7 | 1.9 | -1.6 | 4.7 | -0.2 | -0.6
CCCCCC(=O)N1CCCC(c2nc(-c3ccc(OC)cc3)no2)C1 (stereo not drawn) | -0.9 | -0.8 | -0.7 | 2.2 | 2.5 | 0.3 | -2.0 | -1.5 | -1.3 | 0.1
O=C(Nc1ccc(-n2nncc2-c2ccco2)cc1)c1ccc(F)cc1 | -4.0 | 5.3 | 4.5 | -5.7 | -1.2 | 4.1 | -1.7 | 3.8 | -1.7 | 0.5
Cc1c(NS(=O)(=O)c2ccc(Cl)c(C(=O)OCC(=O)NCc3ccco3)c2)c(=O)n(-c2ccccc2)n1C | 2.1 | 1.3 | 6.7 | 1.2 | -1.9 | -1.1 | -1.8 | -3.1 | -2.6 | -0.5
CC(C)(C)c1ccc(-n2nc(C(N)=O)c(O)cc2=O)cc1 | -0.6 | 5.3 | 6.8 | -1.1 | 2.5 | -3.6 | -1.6 | -6.0 | -0.8 | 0.5
O=[N+]([O-])c1ccc(Cl)c(S(=O)(=O)/N=C(/Nc2cccnc2)c2ccccc2)c1 | 2.7 | -2.4 | 6.0 | -6.1 | -1.7 | 11.3 | 0.8 | -3.0 | -7.0 | 0.7
Oc1c(I)cc(Cl)c2cccnc12 | 3.9 | 0.4 | 9.1 | -8.7 | 17.0 | 8.3 | -6.9 | 3.4 | -1.8 | 1.0
Cc1oc(/N=C/c2cccc([N+](=O)[O-])c2)c(C#N)c1C | -8.2 | 0.3 | -2.3 | -2.6 | 0.7 | -0.5 | -0.5 | 5.0 | 6.1 | -0.5
CCCCn1c(N)c(N(CCOC)C(=O)c2oc3ccc(OC)cc3c2C)c(=O)[nH]c1=O | 0.5 | -1.1 | -4.4 | -0.8 | -0.8 | 4.8 | 2.0 | 1.2 | -1.0 | 0.3
CCN(CC)c1ccc(C(=O)N/N=C(\C)c2cccc(OC)c2)cc1 | -1.3 | -9.1 | 6.5 | -6.6 | 4.6 | 4.0 | -1.2 | -7.0 | 2.9 | 0.0
CCOC(=O)c1cn(Cc2ccccc2)c2cc(C)nn2c1=O | 5.5 | -0.3 | 0.1 | -4.5 | -7.2 | -2.4 | -1.2 | -6.3 | -6.0 | 4.6
CC(=O)NNC(=O)CSc1nnc(-c2ccccc2)c(-c2ccccc2)n1 | 6.9 | -2.5 | -5.1 | 4.7 | -11.6 | 0.9 | 4.0 | 3.7 | 4.3 | -0.6
CCc1ccc(Nc2nnc(SCn3nnc4ccccc4c3=O)s2)cc1 | -2.9 | 0.6 | 1.0 | 0.6 | 2.8 | -12.2 | -3.4 | 4.0 | 0.8 | -0.2
CCc1ccc(S(=O)(=O)NCc2cn3cccc(C)c3n2)s1 | -0.3 | 5.8 | -0.6 | -3.0 | 2.5 | -2.9 | -3.0 | 0.3 | -0.7 | 0.1
CCN(CC)C(=O)CSc1nnc(-c2ccccc2)n1-c1ccccc1 | -1.2 | -1.7 | -2.1 | 5.0 | -4.8 | -11.3 | 3.6 | 0.5 | 3.0 | -0.1
Nc1nc2nc(-c3ccccc3)cc(=O)n2[nH]1 | -2.4 | -0.2 | 7.2 | -1.8 | -1.3 | -1.0 | 0.1 | 1.2 | -1.1 | 0.0
Cc1ccc(-c2ccc(CN3C(C(C)C)C(=O)N(Cc4cn(CCC5OCCCO5)nn4)CCS3(=O)=O)cc2)cc1 (stereo not drawn) | 0.4 | -6.7 | -0.4 | 8.3 | -10.9 | 2.0 | 5.8 | 5.3 | 6.0 | 0.7
Cc1ccc(S(=O)(=O)Nc2ccc(C(=O)N3CCCC3)cc2)cc1 | 3.6 | 3.0 | 7.5 | -1.9 | 4.8 | 12.0 | -0.9 | 1.3 | -1.0 | -0.1
COc1ccc(-c2[nH]ncc2N=Nc2ccccc2)cc1 | 4.5 | 1.1 | 2.2 | 0.2 | -8.0 | -2.6 | 0.8 | -11.3 | -2.0 | 0.4
CC(C)Cn1c(=O)c2sccc2n2c(CCCC(=O)N3CCC(N4CCCCC4)CC3)nnc12 | 1.4 | -0.8 | 2.0 | 2.2 | 1.5 | 8.7 | -2.4 | 4.6 | -2.3 | -0.3
COc1ccc(C(=O)COC(=O)c2cc(=O)c3ccccc3o2)cc1 | 2.8 | 0.7 | -6.7 | 8.4 | -5.5 | -2.7 | 5.4 | 2.7 | 10.0 | 0.4
CC1Cc2ccccc2N1C(=O)CN1CCC(C(N)=O)CC1 (stereo not drawn) | -1.9 | 4.1 | -1.8 | -6.3 | 5.7 | -5.2 | 0.1 | -2.3 | 2.5 | -0.4
CN(CC(=O)Nc1ccc(Cl)cc1)C(=O)c1ccc(S(=O)(=O)Nc2ccccc2)cc1 | -5.3 | -0.9 | -4.0 | -0.2 | -6.4 | -6.6 | 3.9 | -4.1 | 2.2 | 0.2
COc1ccc(C(C(=O)NC2CCCC2)N(C(=O)c2ccco2)c2ccc3c(c2)OCO3)cc1OC (stereo not drawn) | 1.7 | 1.0 | 4.5 | -2.6 | 3.3 | 4.2 | -0.1 | 1.4 | -1.4 | 0.3
C=CCN1C(=O)[C@H](CC(=O)NCCc2ccccc2OC)[C@@]2(C(=O)OCC)CCCC=C12 | 1.9 | 7.2 | · | -4.9 | -1.0 | -1.6 | -1.5 | -0.5 | 0.1 | -0.1

Profiles as entered above. Values in the order: LEDGF integ inh	Tn6 DDE FP	TCR CD3 inh	MBD2 DNA inh	SIAE inh	TDP2 inh	UHRF1 binding	Tn7 DDE FP	PRMT1 FP inh	KLK7 zymogen act
`CC1Cc2ccccc2N1C(=O)CN1CCC(C(N)=O)CC1` (stereo not drawn) reads -1.9	4.1	-1.8	-6.3	5.7	-5.2	0.1	-2.3	2.5	-0.4
`Nc1nc2nc(-c3ccccc3)cc(=O)n2[nH]1` reads -2.4	-0.2	7.2	-1.8	-1.3	-1.0	0.1	1.2	-1.1	0.0
`Cc1ccc(-c2ccc(CN3C(C(C)C)C(=O)N(Cc4cn(CCC5OCCCO5)nn4)CCS3(=O)=O)cc2)cc1` (stereo not drawn) reads 0.4	-6.7	-0.4	8.3	-10.9	2.0	5.8	5.3	6.0	0.7
